TrxR1 substrate = qHTS Assay for Substrates of Mammalian Selenoprotein Thioredoxin Reductase 1 (TrxR1): qHTS; actives 0.01% (n = 390,000); AID 588456, 2011; Potency, µM (highest dose often 114 µM), for inactives: top-dose activity change, negative = substrate turnover; purified TrxR1 substrate turnover, NADPH consumption readout; further: on the % scale 0 is the no-effect control and ±100 the full control effect; nearly all actives have a fitted effect of over 50% in size
Target sequence (O89049 whole entry, looked up): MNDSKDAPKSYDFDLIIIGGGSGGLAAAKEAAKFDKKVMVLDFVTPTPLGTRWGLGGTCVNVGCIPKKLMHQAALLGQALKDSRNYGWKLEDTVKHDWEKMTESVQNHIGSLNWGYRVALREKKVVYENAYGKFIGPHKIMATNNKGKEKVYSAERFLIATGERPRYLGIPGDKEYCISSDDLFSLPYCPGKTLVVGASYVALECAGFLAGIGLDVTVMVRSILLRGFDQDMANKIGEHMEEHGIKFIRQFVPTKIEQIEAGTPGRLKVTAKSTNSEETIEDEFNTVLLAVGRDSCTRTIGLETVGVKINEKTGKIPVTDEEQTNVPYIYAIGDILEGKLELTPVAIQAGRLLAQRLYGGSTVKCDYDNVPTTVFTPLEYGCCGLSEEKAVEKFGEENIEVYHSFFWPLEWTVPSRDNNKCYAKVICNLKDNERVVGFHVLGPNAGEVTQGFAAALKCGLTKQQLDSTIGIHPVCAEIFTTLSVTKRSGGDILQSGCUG
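Rat TrxR1, dispensed at 90 nM, was prereduced with 400 uM NADPH (final) for 5 min at ~22 deg C, then incubated with compound 15 min before 400 uM selenite. A first-read NADPH fluorescence drop versus no-compound background flagged substrates.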
Vif-A3F inh = qHTS for Inhibitors of Vif-A3F Interactions: qHTS; HeLa A3F-eYFP + Vif (tagged APOBEC3F with the HIV-1 protein that degrades it), YFP fluorescence increase; Potency, µM (series often up to 46.1 µM), without a hit: at the top dose activity, negative = active; actives 0.2% (n = 390,000); AID 602313, 2012; further: % of control where 0% means no effect; nearly all actives have a fitted effect of over 65% in size
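Fluorescence increase (Ex 488/Em 500-530) after overnight compound treatment at 37 deg C flags inhibition of Vif-driven A3F-eYFP loss in stable HeLa A3F-eYFP/Vif cells seeded overnight beforehand.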
12-LOX inh = Primary qHTS assay for inhibitors of human arachidonate 12S-lipoxygenase (ALOX12): Round 2; Polyunsaturated fatty acid lipoxygenase ALOX12 (Homo sapiens), P18054; purified 12hLO, xylenol orange hydroperoxide absorbance; Potency, µM (doses to about 108 µM), without a hit: top-dose activity change, negative = inhibition, most hits filed as inhibitors; actives 1.1% (n = 580,000); further: on the % scale 0 is the no-effect control and ±100 the full control effect
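Purified human 12hLO (150 nM final) in 25 mM Hepes, 0.01% Triton X-100, pH 7.0 was preincubated 15 min at room temperature with compound. Then 40 uM arachidonic acid was added, 30 min. Hydroperoxide was read by Fe-XO absorbance ratio 573/405 nm.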
Vif-A3G inh = qHTS for Inhibitors of Vif-A3G Interactions: qHTS | Potency, µM (highest dose often 46.1 µM), without a hit: at the highest dose activity, negative = active, usual class: inhibitors | HeLa A3G-eYFP + Vif (tagged APOBEC3G with the HIV-1 protein that degrades it), YFP fluorescence, overnight | actives 0.076% (n = 410,000);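 further: on the % scale 0 is the no-effect control and ±100 the full control effect; nearly all actives have a fitted effect of over 60% in size; hits raise eYFP signal because A3G escapes Vif-driven loss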
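Read-out is eYFP fluorescence (Ex 488/Em 500-530) from Vif-expressing HeLa A3G-eYFP cells; more signal means A3G escaped Vif-mediated degradation. Cells plated overnight, compound pinned in, incubated overnight at 37 deg C.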
rTrxR1 inhibitor = qHTS Assay for Inhibitors of Mammalian Selenoprotein Thioredoxin Reductase 1 (TrxR1): qHTS; Potency, µM (series often up to 114 µM), without a hit: at the highest dose activity change, negative = inhibition, usual class: inhibitors; recombinant rTrxR1, NADPH fluorescence consumption, selenite substrate; Thioredoxin reductase 1, cytoplasmic (Rattus norvegicus), O89049; actives 1% (n = 390,000); AID 588453, 2011; further: on the % scale 0 is the no-effect control and ±100 the full control effect; nearly all actives have a fitted effect of over 65% in size
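Rat TrxR1 (90 nM in the dispensed reagent) was pre-reduced with 400 uM NADPH for 5 min at room temperature, then incubated with compound for 15 min. After 400 uM selenite was added, NADPH fluorescence (Ex 340/Em 450 nm) was followed for 8 min.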
IDH1 R132H inh = qHTS for Inhibitors of mutant isocitrate dehydrogenase 1 (IDH1): qHTS | Potency, µM (doses to about 76.6 µM), inactives show at the top dose activity change, negative = inhibition, actives largely listed as inhibitors | actives 0.093% (n = 390,000) | IDH1-R132H enzyme, NADPH consumption, diaphorase/resazurin fluorescence | Isocitrate dehydrogenase [NADP] cytoplasmic (Homo sapiens), O75874; further: on the % scale 0 is the no-effect control and ±100 the full control effect; nearly all actives have a fitted effect of over 65% in size
Target sequence (O75874 whole entry R132H, stated change not applied): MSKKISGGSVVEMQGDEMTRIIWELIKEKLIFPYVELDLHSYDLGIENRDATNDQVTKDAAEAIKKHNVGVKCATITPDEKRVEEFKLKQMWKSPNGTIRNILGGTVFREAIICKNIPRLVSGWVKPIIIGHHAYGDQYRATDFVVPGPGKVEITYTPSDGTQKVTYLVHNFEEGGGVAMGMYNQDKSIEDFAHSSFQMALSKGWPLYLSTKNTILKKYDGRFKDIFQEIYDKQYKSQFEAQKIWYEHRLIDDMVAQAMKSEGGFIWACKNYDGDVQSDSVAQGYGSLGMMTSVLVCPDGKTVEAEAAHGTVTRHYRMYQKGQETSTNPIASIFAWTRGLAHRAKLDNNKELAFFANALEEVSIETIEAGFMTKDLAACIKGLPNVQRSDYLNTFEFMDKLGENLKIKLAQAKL
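IDH1-R132H (0.5 ug/mL dispensed) in pH 7.5 Tris buffer was preincubated 30 min with compound, then given a substrate mix of 0.016 mM NADPH and 2 mM alpha-KG for 80 min at room temperature; remaining NADPH was read by diaphorase/resazurin fluorescence.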
RGS4 inh = Inhibitors of Regulator of G Protein Signaling (RGS) 4: qHTS. Regulator of G-protein signaling 4 (Homo sapiens), P49798. AID 504845, 2011. Potency, µM (series often up to 114 µM), for the others: top-dose activity change, negative = inhibition, hits mostly inhibitors. actives 0.039% (n = 390,000). Transcreener GDP fluorescence polarization, RGS4-accelerated GTP hydrolysis; further: on the % scale 0 is the no-effect control and ±100 the full control effect; nearly all actives have a fitted effect of over 75% in size; some results filed as inactive show a strong effect at the top dose
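MLSMR compounds (23 nl, pin-transferred) preincubated 10 min at room temperature with a 500nM (2x) first reagent, then RGS4 at 900nM (2x) plus Transcreener GDP mix added; fluorescence polarization (620/688 nm) read before and after 90 min at 30 °C.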
RXFP1 ag = qHTS Assay for Agonists of the Relaxin Receptor RXFP1 | Relaxin receptor 1 (Homo sapiens), Q9HBX9 | HEK293T-RXFP1 cAMP TR-FRET, 30 min; response scale: percent of porcine relaxin response, buffer zero | Potency, µM (titrated, usually from 57.5 µM), for inactives: at the top dose activation, usual class: activators | actives 0.3% (n = 370,000); further: on the % scale 0 is the no-effect control and ±100 the full control effect; nearly all actives have a fitted effect of over 60% in size; many of its hits are not listed in these tables
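Agonist response is measured as cAMP accumulation in an RXFP1-transfected HEK293T line under PDE4 inhibition. Values are scaled between buffer-only and 29 nM porcine relaxin, and EC50s come from standard Hill equation fits.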
USP1-UAF1 inh = Inhibitors of USP1/UAF1: Primary Screen; actives 0.23% (n = 390,000); Ubiquitin carboxyl-terminal hydrolase 1 (Homo sapiens), O94782; Potency, µM (highest dose often 57.1 µM), for the others: top-dose activity change, negative = inhibition, usual class: inhibitors; recombinant USP1/UAF1, Ub-Rhodamine cleavage fluorescence; further: on the % scale 0 is the no-effect control and ±100 the full control effect; nearly all actives have a fitted effect of over 60% in size; inactives centre near -12
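1 nM enzyme complex + cpd, 15 min RT; start with Ub-Rho 150nM final; kinetic fluorescence ex 480/em 540, 6 reads q60 s. Buffer 50mM HEPES pH 7.8, 0.5mM EDTA, 0.1 mg/ml BSA, 1mM TCEP, 0.01% Tween-20.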
Numbers without * were called inactive; ? = inconclusive; · = not tested or not shown; & = joins results of further samples; [ ] = remark or other dose. The call rests on the fitted dose curve; in most records, active means well fitted curve in the direction sought with a large enough effect; inconclusive means small, poorly fitted or top-dose-only effect, or another doubt; inactive means no such curve, though single readings can be large; an effect the other way counts as inactive or inconclusive. Potency means the concentration at half of the fitted maximal effect.

SMILES | TrxR1 substrate | Vif-A3F inh | 12-LOX inh | Vif-A3G inh | rTrxR1 inhibitor | IDH1 R132H inh | RGS4 inh | RXFP1 ag | USP1-UAF1 inh
Cc1cc(C)n(C(=O)CN2C(=O)CCC2=O)n1 | 10%[57.1 µM] | -1% | 15% | -1% | 15%[57.1 µM] | -1% | 15% | 1.7% | -20%
CCOc1cc(/C=N/NC(=O)C2CCCC2)ccc1O | -1% | 3% | ? | 2% | 8% | -4% | 5% | -1.2% | -25%
CC(=O)Nc1ccc(S(=O)(=O)N(C)CC(=O)N/N=C/c2ccc(C(=O)O)cc2)cc1 | -1% | 1% | 0% | 3% | 20% | -4% | -3% | -1.5% | -22%
COc1ccc(O)c(C(=O)c2cnn(-c3ccccn3)c2)c1 | 4%[57.1 µM] | -9% | 13% | -2% | 14%[57.1 µM] | 12% | 4% | -0.7% | -10%
O=C(CSc1nc2ccccc2o1)NCc1n[nH]c(=O)c2ccccc12 | 1% | -6% | -24% | -2% | 14% | -3% | 9% | 1.2% | 0%
CCCNC(=O)C1CC2Cn3c(nc4ccccc43)C2N1C (configuration not stated) | 11%[57.1 µM] | 2% | ? | -1% | -12%[57.1 µM] | -4% | -5% | 1.0% | -10%
Cc1ccc2c(c1)nnn2C1CCN(CC(=O)N2CCN(c3ccc(F)cc3)CC2)CC1 | 3% | 4% | 13% | 1% | 8% | 12% | -20% | -0.1% | -17%
O=C(Nc1ccc2nsnc2c1)C1CC1 | 50% | -21% | -21% | -1% | 12%[57.1 µM] | -1% | 61%[activator] | 9.0% | 6%
O=C(c1ccoc1)N1CCN(c2cc(-c3ccccc3)nc3cc(-c4ccc(Br)cc4)nn23)CC1 | · | 0% | -19% | 0% | · | 0% | · | · | 5%
O=[N+]([O-])c1ccc(NN=C(Oc2ccccc2)c2ccc([N+](=O)[O-])cc2)cc1 | · | -16% | -5% | -14% | · | -2% | · | · | -17%
Cc1cc(C)c(C)c(S(=O)(=O)N[C@@H](C)C(=O)OCc2cc(=O)n3cc(Br)ccc3n2)c1C | 9% | 1% | -7% | -7% | 38%[activator] | -1% | -8% | 22% | -21%
CC(=O)N[C@@H](Cc1c[nH]c2ccccc12)C(=O)NCc1ccccc1 | 6% | -3% | 0% | -5% | 16% | 12% | 14% | -1.4% | -10%
CCOC(=O)c1c(-c2ccccc2)oc2ccc(O)c(CN3CCN(C)CC3)c12 | 6%[57.1 µM] | 12% | ? | 0% | -4%[57.1 µM] | 4% | -1% | 3.9% | -10%
Cc1cccc(C(=O)NCCc2nc3ccccc3n2Cc2ccccc2Cl)c1 | -6% | -5% | -20% | 0% | 4% | -14% | -15% | 0.7% | -13%
COc1ccc(-n2c(COc3cccc4ccccc34)nnc2SCC(=O)NCc2ccco2)cc1 | -10% | -1% | -17% | -16% | -18% | -2% | -3% | 0.3% | -8%
COc1ccc(OC)c(NC(=O)c2cc3c(Cl)nc4ccccc4c3s2)c1 | 20% | -21% | 1% | 0% | 21% | 2% | 7% | -2.3% | -8%
COc1ccc(C(=O)Nc2ccc3c(c2)OCO3)cc1OC | -4% | -3% | -12% | -1% | 7% | 2% | -4% | -1.0% | ?
COc1ccc(CCNC(=O)/C(C#N)=C2\N=C(NC(=O)c3ccco3)c3ccccc32)cc1 | -4% | 0% | 429%[activator] | 0% | -9% | 8% | 8% | 3.2% | -9%
COc1ccccc1N(CC(=O)N/N=C(\C)c1ccccc1O)S(=O)(=O)c1ccc(C)cc1 | -3% | 2% | 4% | -27% | 9% | -4% | -15% | 0.6% | -15%
Cc1ccc(C)c(N2CCN(C(=O)c3cc(C)nc4c3c(C)nn4-c3ccccc3)CC2)c1 | 9% | 2% | -10% | 0% | 24% | 7% | -12% | 1.2% | -16%
COc1cc(OC)c(NC(=O)c2cnn(-c3ccccc3)c2-n2cccc2)cc1Cl | 9% | 2% | -24% | 3% | 9% | 40µM* | 0% | -0.4% | 10%
COc1ccc(NC(=O)COCc2cc(-c3ccco3)on2)cc1 | 2%[57.1 µM] | 2% | -21% | 2% | 23%[57.1 µM] | -13% | -2% | -1.3% | 7%
CCOC(=O)C1CCN(S(=O)(=O)c2ccc(N3CCCCS3(=O)=O)cc2)CC1 | 2%[57.1 µM] | -7% | -24% | 0% | 14%[57.1 µM] | -11% | 8% | 0.0% | -26%
Cc1cccc(S(=O)(=O)c2cn(Cc3ccc(F)cc3)c3cc(N4CCOCC4)c(F)cc3c2=O)c1 | 8%[57.1 µM] | -1% | -16% | -4% | 18%[57.1 µM] | 0% | 17% | 0.4% | -16%
O=c1c2ccccc2[nH]c(=S)n1Cc1cccs1 | 8%[57.1 µM] | -7% | 1% | -6% | 5%[57.1 µM] | 0% | 5% | 0.4% | -19%
Cc1ccc(F)cc1NC(=O)CN1CCN(Cc2ccccc2)CC1 | 3% | -2% | -3% | -1% | 3% | 13% | -49% | 4.3% | -11%
CCN(c1ccc(C(=O)CN2C(=O)NC3(CCOc4ccccc43)C2=O)cc1)S(C)(=O)=O (configuration not stated) | 2% | 1% | -10% | -7% | 7% | -5% | -7% | -3.0% | -17%
CCOc1cc(/C=C2\C(=O)ON=C2C)ccc1OCc1ccccc1 | -1%[57.1 µM] | 1% | ? | -15% | ? | ? | ? | 2.7% | -19%
Cc1ccc(Nc2c(-c3ccc(O)cc3)nc3cccc(C)n23)cc1 | 45%[activator] | ? | -18% | 8% | 14% | -23% | -2% | 6.2% | -20%
CCN(CC)c1ccc(NC(=O)CSc2n[nH]c(-c3ccco3)n2)cc1 | -1% | 2% | ? | 0% | 4% | 1% | -18% | -1.6% | -8%
CCc1ccc(OCCNC(=O)c2ccccc2SCc2ccccc2)cc1 | 12%[11.4 µM] | -6% | 24% | 2% | 14%[11.4 µM] | 4% | ? | 2.1% | -15%
CCOc1cc(Br)c(COc2ccc(C)nc2[N+](=O)[O-])cc1OCC | -4% | 1% | -22% | 2% | 14% | 8% | 7% | 0.2% | -18%
CCNc1nc(NC(C)(C)C)nc(N(CC)n2cnnc2)n1 | 14% | 0% | 6% | 0% | 26% | 5% | 24% | -1.5% | 3%
O=C(Cc1cccc(NC(=O)C2CCCN(C(=O)C3CCC3)C2)c1)Nc1ccc(C(=O)N2CCOCC2)cc1 (configuration not stated) | 0% | 4% | -3% | 1% | 17% | -6% | -20% | · | -26%
COC(=O)c1cc(=O)cc(C(=O)OC)o1 | -2% | -3% | ? | 0% | 4% | 0% | 16% | -3.0% | -6%
O=C(NCCc1ccc(Cl)cc1)C1CCN(S(=O)(=O)c2cccs2)CC1 | -1% | -3% | -11% | 0% | 15% | 4% | -8% | 0.2% | -12%
COc1ccc(Cn2nc(C)n(N(C)c3ncc(C(F)(F)F)cc3Cl)c2=O)cc1 | 1% | -14% | ? | -3% | 7%[57.1 µM] | 3% | -10% | 2.9% | -2%
CCCSC1=NN2CCCC(=O)N=C2S1 | -11%[57.1 µM] | -4% | 1% | 0% | 24%[57.1 µM] | 3% | -3% | -0.5% | -13%
O=C(NCc1ccccc1)c1ccc(=O)[nH]n1 | -9% | -2% | 8% | -1% | 10%[57.1 µM] | -2% | 22% | -0.4% | -1%
CCc1nn2c(=O)cc(COC(=O)c3cccc(NC(=O)CCc4ccccc4)c3)nc2s1 | -5%[57.1 µM] | -5% | ? | 5% | 4%[57.1 µM] | 0% | -1% | 15% | -12%
CCOC(=O)C1CCN(C(=O)c2ccc(Oc3cc(Cl)cc(Cl)c3)o2)CC1 | 3%[57.1 µM] | -5% | 0% | -5% | -4%[57.1 µM] | 3% | -34% | 0.3% | -15%
CCOc1ccccc1NC(=O)N1CCN(Cc2nc3ccc(C)cc3o2)CC1 | 0%[57.1 µM] | 0% | -18% | 0% | -2%[57.1 µM] | 15% | 3% | -0.3% | -12%
OCCCc1nc2ccccc2n1CCCCOc1ccccc1 | 3% | 3%&1% | 14%&1% | 1%&0% | 14% | -1%&0% | -18%&26% | -0.7%&5.8% | -22%&-3%
CC(OC(=O)CNC(=O)c1ccc2ccccc2c1)C(=O)NC1CCCCC1C (configuration not stated) | -6% | 1% | -9% | -1% | -3% | 6% | -2% | 1.8% | -8%

A portion of the library; the hit share may differ from the screen's.
